# GPR151 ag = activators of human GPR151, primary screen, cell-based, PathHunter beta-arrestin, luminescence; G-protein coupled receptor 151 (Homo sapiens), Q8TDV0; PathHunter beta-arrestin GPR151 cells; activation, % at 11.2 µM; 650,000 compounds, 1% hits; AID 1508602, 2020; in the data active means activation above about 4.9%;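 further: 0% = median of compound wells and 100% = cells with positive control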
# Target sequence (Q8TDV0 whole entry, looked up): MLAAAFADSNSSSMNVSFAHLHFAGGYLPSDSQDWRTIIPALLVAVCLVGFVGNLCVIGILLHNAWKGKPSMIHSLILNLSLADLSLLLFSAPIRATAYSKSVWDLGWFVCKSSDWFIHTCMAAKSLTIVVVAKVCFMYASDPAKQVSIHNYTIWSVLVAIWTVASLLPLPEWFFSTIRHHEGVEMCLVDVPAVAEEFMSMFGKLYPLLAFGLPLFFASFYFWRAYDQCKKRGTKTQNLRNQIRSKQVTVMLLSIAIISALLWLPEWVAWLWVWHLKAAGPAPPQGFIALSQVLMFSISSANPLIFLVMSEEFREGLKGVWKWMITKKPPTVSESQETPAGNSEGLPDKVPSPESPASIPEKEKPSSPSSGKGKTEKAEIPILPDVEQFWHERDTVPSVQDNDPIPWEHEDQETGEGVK
# MITF primary = MITF inhibitors, primary screen, biochemical, AlphaScreen, human | Microphthalmia-associated transcription factor (Homo sapiens), O75030 | AlphaScreen MITF homodimerization, bead proximity signal | inhibition, % at 2.6 µM | 650,000 compounds, 0.91% hits | AID 1259374, 2018; in the data active means inhibition above about 50%;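 further: 0% = vehicle wells with protein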
# Target sequence (O75030 whole entry, looked up): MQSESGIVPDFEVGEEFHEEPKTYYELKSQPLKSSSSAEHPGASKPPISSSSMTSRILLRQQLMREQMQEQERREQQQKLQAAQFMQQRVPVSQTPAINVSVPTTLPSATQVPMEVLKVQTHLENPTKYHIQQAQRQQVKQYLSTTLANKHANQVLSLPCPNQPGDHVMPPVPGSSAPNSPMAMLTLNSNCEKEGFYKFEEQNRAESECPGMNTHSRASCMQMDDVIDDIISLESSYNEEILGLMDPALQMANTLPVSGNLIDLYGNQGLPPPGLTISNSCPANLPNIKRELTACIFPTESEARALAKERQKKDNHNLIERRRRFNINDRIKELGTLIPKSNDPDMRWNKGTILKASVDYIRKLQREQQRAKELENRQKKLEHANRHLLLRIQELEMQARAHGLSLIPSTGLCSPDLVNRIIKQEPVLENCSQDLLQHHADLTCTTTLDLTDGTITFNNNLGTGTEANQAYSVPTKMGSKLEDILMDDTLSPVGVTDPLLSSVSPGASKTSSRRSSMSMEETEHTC
# TEAD-YAP block = TEAD-YAP interaction inhibition, primary screen, TEAD-YAP interaction inhibitor project, luminescence, HEK-TIYL cells; TEAD-Gal4/YAP UAS-luciferase luminescence; inhibition, % at 9.12 µM; 640,000 compounds, 1.4% hits; AID 1259422, 2018; in the data active means inhibition above about 32%;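 further: 0% = median of test compound wells and 100% = reference inhibitor wells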
# FBW7 activator = FBW7 E3 ligase activators, primary screen, biochemical, AlphaScreen, human; F-box/WD repeat-containing protein 7 (Homo sapiens), Q969H0; AlphaScreen FBW7–phospho-cyclin E peptide binding, activator screen; normalized activity (activation), % at 26.1 µM; 650,000 compounds, 0.13% hits; AID 1259310, 2017; in the data active means normalized activity above about 1.9%;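 further: purified mutant Fbw7 with reduced substrate affinity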
# Starred values were filed as active, the others as inactive; & = joins results of further samples.
# The opening 25 records (preview)
SMILES,GPR151 ag,MITF primary,TEAD-YAP block,FBW7 activator
CCOc1ccc(NC(=O)CN2CCN(CC(=O)C(C)(C)C)CC2)cc1,-0.4,-3,0,0.0
Cc1ccc(CSCCNC(=O)c2ccc(NS(C)(=O)=O)cc2)cc1,1.4,3,-2,-0.1
Cc1cc(N)n2ncc(-c3cccc(Br)c3)c2n1,-0.1,0,-59,0.1
O=[N+]([O-])c1ccccc1S(=O)(=O)N1CCN(Cc2ccc3c(c2)OCO3)CC1,-0.8,7,-2,-0.4
CCC(C(=O)N(C)Cc1ccccc1)c1ccccc1 (stereo not given),-0.3,-3,10,-0.1
O=C(COc1ccc(Cl)cc1Cl)Nc1onc2c1CCC2,-0.5,-1,-116,0.0
Cc1cc(NS(=O)(=O)c2ccc(NC(=O)c3ccc(C#N)cc3)cc2)nc(C)n1,1.1,-4,-1,0.0
COc1cccc2cc(-c3csc(NC(=O)CCC(=O)N4CCC(C(N)=O)CC4)n3)c(=O)oc12,5.2*,-8,-21,-0.1
Cc1ccc(S(=O)(=O)Cc2cc([N+](=O)[O-])ccc2O)cc1,4.2,15,12,0.2
CCn1c(=S)sc2c(=O)n(-c3ccccc3)c(SCC(=O)NCc3ccco3)nc21,-2.4,19,-17,0.1
Cc1ccc(-c2nnn(CC(=O)c3ccc4c(c3)OCCO4)n2)cc1,-0.7,-11,-4,-0.1
CN(C(=O)COc1ccc(Cl)cc1)c1ccccc1C(=O)O,-0.8,-3,-10,-0.1
COc1cccc(NC(=O)Cn2c(=O)n(C(C)C)c(=O)c3oc4ccccc4c32)c1,0.0,-4,9,0.9
O=C1c2ccccc2C(=O)C1c1ccccn1,-7.5,7,-34,-0.5
CCC(CC)C(=O)c1c(O)c2ccccc2oc1=O,0.4,18,0,0.0
COc1ccc2cc(CCNC(=O)COc3ccccc3)c(=O)[nH]c2c1,-0.1,3,4,-0.1
COC(=O)C1=C(C(=O)OC)SC(=C2C(=S)C(C)(C)N(CC(=O)c3ccccc3)c3cc(C)c(C)cc32)S1,-0.4,3,0,0.1
CN(C)c1ccccc1-c1cnc2c(NCCc3ccccn3)nccn12,0.1,2,-66,-1.0
CCCOc1ccc(C2CC(=O)Nc3cc(C)c(C)cc32)cc1OC (stereo not given),-0.9,3,4,0.2
Fc1ccccc1C1C=C(c2ccc(Br)cc2)Nc2ncnn21 (stereo not given),0.5,18,11,0.2
COC(=O)C1=C(C)N(C2CCCC2)C(=O)C1(NC(=O)CCc1ccccc1)C(F)(F)F (stereo not given),-1.2,16,-1,0.0
O=C(NC1CCCCC1)C1CC2CCCN2C12C(=O)Nc1ccccc12 (stereo not given),2.5,11,-1,0.2
CC(C)Oc1ccc(NC(=O)COc2ccc(Cl)cc2)cc1,0.7,6,3,0.0
CC(C)(C)c1ccc(-c2nnc(NC(=O)c3cccc([N+](=O)[O-])c3)s2)cc1,1.4,8,-23,0.0
O=C(c1cccc2ccccc12)N1CCCCC1,0.4,-8,-10,0.2

# Main list (from the top)
SMILES,GPR151 ag,MITF primary,TEAD-YAP block,FBW7 activator
CCOc1ccc(NC(=O)CN2CCN(CC(=O)C(C)(C)C)CC2)cc1,-0.4,-3,0,0.0
Cc1ccc(CSCCNC(=O)c2ccc(NS(C)(=O)=O)cc2)cc1,1.4,3,-2,-0.1
Cc1cc(N)n2ncc(-c3cccc(Br)c3)c2n1,-0.1,0,-59,0.1
O=[N+]([O-])c1ccccc1S(=O)(=O)N1CCN(Cc2ccc3c(c2)OCO3)CC1,-0.8,7,-2,-0.4
CCC(C(=O)N(C)Cc1ccccc1)c1ccccc1 (stereo not given),-0.3,-3,10,-0.1
O=C(COc1ccc(Cl)cc1Cl)Nc1onc2c1CCC2,-0.5,-1,-116,0.0
Cc1cc(NS(=O)(=O)c2ccc(NC(=O)c3ccc(C#N)cc3)cc2)nc(C)n1,1.1,-4,-1,0.0
COc1cccc2cc(-c3csc(NC(=O)CCC(=O)N4CCC(C(N)=O)CC4)n3)c(=O)oc12,5.2*,-8,-21,-0.1
Cc1ccc(S(=O)(=O)Cc2cc([N+](=O)[O-])ccc2O)cc1,4.2,15,12,0.2
CCn1c(=S)sc2c(=O)n(-c3ccccc3)c(SCC(=O)NCc3ccco3)nc21,-2.4,19,-17,0.1
Cc1ccc(-c2nnn(CC(=O)c3ccc4c(c3)OCCO4)n2)cc1,-0.7,-11,-4,-0.1
CN(C(=O)COc1ccc(Cl)cc1)c1ccccc1C(=O)O,-0.8,-3,-10,-0.1
COc1cccc(NC(=O)Cn2c(=O)n(C(C)C)c(=O)c3oc4ccccc4c32)c1,0.0,-4,9,0.9
O=C1c2ccccc2C(=O)C1c1ccccn1,-7.5,7,-34,-0.5
CCC(CC)C(=O)c1c(O)c2ccccc2oc1=O,0.4,18,0,0.0
COc1ccc2cc(CCNC(=O)COc3ccccc3)c(=O)[nH]c2c1,-0.1,3,4,-0.1
COC(=O)C1=C(C(=O)OC)SC(=C2C(=S)C(C)(C)N(CC(=O)c3ccccc3)c3cc(C)c(C)cc32)S1,-0.4,3,0,0.1
CN(C)c1ccccc1-c1cnc2c(NCCc3ccccn3)nccn12,0.1,2,-66,-1.0
CCCOc1ccc(C2CC(=O)Nc3cc(C)c(C)cc32)cc1OC (stereo not given),-0.9,3,4,0.2
Fc1ccccc1C1C=C(c2ccc(Br)cc2)Nc2ncnn21 (stereo not given),0.5,18,11,0.2
COC(=O)C1=C(C)N(C2CCCC2)C(=O)C1(NC(=O)CCc1ccccc1)C(F)(F)F (stereo not given),-1.2,16,-1,0.0
O=C(NC1CCCCC1)C1CC2CCCN2C12C(=O)Nc1ccccc12 (stereo not given),2.5,11,-1,0.2
CC(C)Oc1ccc(NC(=O)COc2ccc(Cl)cc2)cc1,0.7,6,3,0.0
CC(C)(C)c1ccc(-c2nnc(NC(=O)c3cccc([N+](=O)[O-])c3)s2)cc1,1.4,8,-23,0.0
O=C(c1cccc2ccccc12)N1CCCCC1,0.4,-8,-10,0.2
O=C1CSC2=NCN(c3ccc(Cl)c(Cl)c3)CN12,-0.3,-4,-1,-0.2
COc1cc(C)c(CN2CCc3nnc(C(C)NC(=O)C4CCOCC4)n3CC2)cc1C (stereo not given),1.6,-2,-4,-0.1
O=C(NCc1ccco1)c1sc(=S)n2c1[nH]c(=O)c1ccccc12,-0.5,6,-3,0.1
COc1ccccc1N1CCN(C(=O)CN(Cc2ccccc2)S(=O)(=O)c2ccc(Br)cc2)CC1,-0.4,7,2,0.7
COc1ccccc1CCn1c(-c2ccccc2)cn2c3c(=O)n(C)c(=O)n(C)c3nc12,0.8,12,5,0.0
COc1ccc(C(=O)Nc2ccc3c(c2)OC(F)(F)O3)cc1OC,-0.1,-1,-7,-0.1
Clc1ccccc1CSc1ccc2nnc(-c3cccnc3)n2n1,0.4,-2,2,-0.1
CCCOC(=O)C1=C(C)NC2=C(C(=O)CC(C)(C)C2)C1c1ccc(OC)cc1 (stereo not given),0.2&1.8,-23&-6,-5&6,0.5&0.9
Cc1ccccc1-n1c(O)c(C=NCC2CCCO2)c(=O)[nH]c1=S (stereo not given),-1.9,15,0,0.0
COCCNC(=O)CN(c1ccccc1)S(=O)(=O)c1ccccc1[N+](=O)[O-],-1.0,11,-1,0.1
Cc1ccc(NCN2C(=O)C3CCCCC3C2=O)cc1 (stereo not given),1.0,9,2,0.0
CC(Oc1cc2oc(=O)c3c(c2cc1Cl)CCCC3)C(=O)O (stereo not given),0.7,4,-2,-0.3
CCCn1c(SCc2nc3ccccc3n2Cc2ccccc2)nc2ccccc21,0.3,11,3,0.0
O=C(c1nc2ccccn2c1CN(Cc1ccccc1)CC1CC1)N1CCOCC1,-0.1,-15,-4,0.1
COc1ccc(-c2cc(=O)oc3c(C)c(OCC(N)=O)ccc23)cc1,-1.4,-1,2,-0.2
CCOc1ccc(N2C(=O)CC(N3CCCCC3C)C2=O)cc1 (stereo not given),-0.9,-7,-4,-0.1
CC(NC(=O)C(=O)Nc1ccccc1)c1ccccc1 (stereo not given),-1.0,11,-22,0.0
CC(C)CN(CCNCc1c(C(=O)O)n(Cc2ccccc2)c2ccccc12)CC(C)C,-1.1,11,5,0.8
CNC(=O)COC(=O)CN1C(=O)c2ccccc2C1=O,-1.0,5,-1,0.3
CCN1/C(=C/c2ccc3cc(OC)ccc3[n+]2CC)Sc2ccc(Cl)cc21,0.5,2,77*,-0.2
O=C(NCCCN1CCCC1=O)c1ccc2c(=O)n(-c3cccc(C(F)(F)F)c3)c(=S)[nH]c2c1,-1.2,4,4,-0.2
CCOc1ccc2nc(NS(=O)(=O)CC34CCC(CC3=O)C4(C)C)sc2c1 (stereo not given),-1.2,8,13,0.1
CCOc1ccc(-c2nnc3ccc(SC)nn23)cc1,3.3,-2,1,0.1
Cc1ccccc1NC(=O)c1ccccc1I,1.7,-5,-3,-0.1
CC1CCCN(S(=O)(=O)c2ccc(C(=O)Nc3ccc(S(N)(=O)=O)cc3)cc2)C1 (stereo not given),-1.2,9,1,-0.1
COc1ccc(/C(C)=N/NC(=O)C(C)Nc2ccc(Cl)cc2)cc1 (stereo not given),3.6,17,15,-0.1
O=C(Cc1nnc(NC(=O)Nc2ccccc2F)s1)NCc1ccccc1,1.4,7,-4,0.2
CCCc1cc(=O)[nH]c(SCC(=O)Nc2cc(C(F)(F)F)cc(C(F)(F)F)c2)n1,0.6,-7,-6,0.0
CC(C)c1ccc(C2OC3(C(=O)c4ccccc4C3=O)C3C(=O)N(c4ccc(F)cc4)C(=O)C23)cc1 (stereo not given),1.5,-4,-5,0.1
COc1ccc(CCN2C(=O)CC(C(=O)O)SC2=Nc2ccccc2)cc1 (stereo not given),-2.1,-11,-7,0.0
COc1ccc(-n2c(=O)[nH]c3c(C(N)=O)nc(C)nc32)cc1,-0.8,13,-10,0.0
Cc1ccc(-c2csc(=Nc3ccccc3)n2CCO)cc1,0.3,11,-28,-0.2
N#Cc1ccc(-c2ccc(S(=O)(=O)C3CCN(Cc4cccnc4)CC3)cc2)cc1,-0.9,-1,5,-0.2
Cc1cccc(OCC(=O)Nc2ccc(I)cc2)c1C,-1.2,-6,-4,0.1
O=C(C1CC12CCN(CC1CCCCC1)CC2)N1CCN(Cc2cccs2)CC1 (stereo not given),-0.8,14,7,0.1

# Taken from the listing for reference:
SMILES,GPR151 ag,MITF primary,TEAD-YAP block,FBW7 activator
O=C(NCCCN1CCCC1=O)c1ccc2c(=O)n(-c3cccc(C(F)(F)F)c3)c(=S)[nH]c2c1,-1.2,4,4,-0.2
CCOc1ccc2nc(NS(=O)(=O)CC34CCC(CC3=O)C4(C)C)sc2c1 (stereo not given),-1.2,8,13,0.1

# (further entries)
SMILES,GPR151 ag,MITF primary,TEAD-YAP block,FBW7 activator
CC(C)(C)C(=O)Oc1ccc2c3c(c(=O)oc2c1)CCC3,0.7,0,12,0.0
Cc1ccc(S(=O)(=O)c2cc3c(=O)n4cc(C)ccc4nc3n(Cc3ccccc3)c2=N)cc1,1.3,2,3,0.4
CC(C)(C)c1nnc(NC(=O)c2ccc(Cl)c(Cl)c2)s1,-0.4,2,-18,0.6
CCOC(=O)c1ccc2c(c1)[C@@H]1C=CC[C@@H]1[C@H](c1ccccc1OCc1ccccc1)N2,3.1,-1,-4,-0.1
Cc1ccc(Cl)cc1N1CCN(C(=O)c2coc(=O)c3ccccc23)CC1,0.7,-10,61*,-0.1
Cc1cc(NC(=O)c2ccccc2)ccc1NC(=O)Cc1ccccc1,0.6,-1,-5,-0.1
CC(C)(C)/C(O)=C/c1nc2cc([N+](=O)[O-])ccc2oc1=O,0.3,25,-14,-0.4
CC1CCN(S(=O)(=O)c2ccc3c(c2)C(=NO)c2cc(S(=O)(=O)N4CCC(C)CC4)ccc2-3)CC1,0.2,-4,4,-0.3
CCOC(=O)c1oc2ccccc2c1NC(=O)c1ccc(S(=O)(=O)N2CCCC2)cc1,1.7,5,9,0.1
COc1ccc(CN2CCNC(=O)C2CC(=O)NC(C)C)c(F)c1 (stereo not given),-0.5,-8,-7,0.1
O=C(CCC(=O)N1CCC[C@@H]2CN(Cc3ccsc3)CC[C@H]21)c1ccc(F)cc1,1.7,6,-3,0.1
Cc1cc(C)c(S(=O)(=O)N(C)CC(=O)NC2CC2)c(C)c1,1.6,5,-5,0.1
COC(=O)N/N=C/c1ccc(C(C)C)cc1,-0.9,0,0,-0.1
NN1CC(=O)N(c2ccc(Cl)cc2)CC1=O,4.6,-3,-5,0.0
O=C1CS/C(=N\C(=O)NC2(C(F)(F)F)Oc3ccccc3O2)N1,0.2,12,-9,0.5
CC(C)c1ccc(NC(=O)c2cnc(N3CCN(c4ncccn4)CC3)c3ccccc23)cc1,-0.4,14,5,0.1
Cc1ccc(S(=O)(=O)CC(=O)c2cccc(I)c2)cc1,-0.8,7,8,1.1
O=C(CCNS(=O)(=O)c1cccc2nonc12)NC1CCCc2ccccc21 (stereo not given),0.9,5,-3,0.0
O=C(CCCCn1c(=O)[nH]c2ccsc2c1=O)NCc1cccnc1,0.4,8,8,0.3
O=C1CCCN1c1ccc(CNc2nncc(-c3ccc4c(c3)OCO4)n2)cc1,-2.0,12,4,-0.1

# Compound activity as filed in PubChem.
